# Screening results: PubChem, National Center for Advancing Translational Sciences (NCATS)
# Tb PFK inh: inhibitors of T. brucei phosphofructokinase. O15648. T. brucei PFK, ADP-Glo luminescence. Potency, µM (highest dose often 57.5 µM), inactives show top-dose activity, negative = inhibition, actives largely listed as inhibitors. 330,000 tested, 0.17% active;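 note: potency is the fitted concentration of half-maximal effect; 0% = uninhibited 1x PFK enzyme wells and -100% = no-enzyme wells; nearly all actives have a fitted effect of over 60% in size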
#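 PFK 1.25 nM, F6P 0.5 mM, ATP 0.1 mM, 0.1 M TEA pH 8.0, 5 mM MgCl2, 0.01% Tween20, 0.1% BSA; 45 min RT. ADP-Glo readout. qHTS titration up to 57 uM; curves fitted, compounds curve-classed.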
# Rab9 prom act: activators of Rab9 promoter; Huh7 Rab9 promoter-luciferase reporter, luminescence, 24 h; Potency, µM (top dose mostly 9.22 µM), for inactives: top-dose activation, negative = inhibition, usual class: activators; 320,000 tested, 2.8% active; note: potency is the fitted concentration of half-maximal effect; % of control where 0% means no effect; nearly all actives have a fitted effect of over 60% in size
#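 Huh7 cells stably carrying a Rab9 promoter-luciferase reporter, 1500 cells per well in OP-MEM I with 10% FBS, treated with compound 24 hours at 37C. Luciferase activity read by luminescence after 10 minutes with Amplite reagent.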
# VP16 counter: Gal4-VP16 reporter inhibition counter-screen; Drosophila S2 Gal4-VP16 UAS-luciferase, luminescence, 20 h; Potency, µM (top dose mostly 53.6 µM), for inactives: top-dose activity, negative = inhibition, hits mostly inhibitors; 310,000 tested, 3.5% active; AID 2546;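 note: Gal4-VP16 expression switched on by copper sulfate through the metallothionein promoter; potency is the fitted concentration of half-maximal effect; % is set by controls: 0 for no effect and ±100 for the full control effect; nearly all actives have a fitted effect of over 50% in size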
# p53 reactivation: mutant p53 re-activation in reporter cells. H1299 p53-A138V BP100-luciferase reporter, luminescence, 24 h. Potency, µM (highest dose often 92.2 µM), inactives show at the top dose activity change, positive = activation, hits mostly activators. 320,000 tested, 0.063% active; note: potency is the fitted concentration of half-maximal effect; % of control where 0% means no effect; nearly all actives have a fitted effect of over 45% in size
#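 p53-null H1299 cells stably carrying temperature-sensitive p53-A138V and a BP100-luciferase reporter were pinned with compounds (4-point, 1:5 series) and held 24 hrs at 37 deg C. Luminescence was read 10 min after detection reagent.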
# FLuc counter: firefly luciferase modulation, counter-screen for miR-21 project | AID 588342 | 360,000 tested, 6.9% active | purified FLuc, Km substrates, luminescence inhibition | P08659 | Potency, µM (titrated, usually from 57.5 µM), inactives show top-dose activity change, negative = inhibition, usual class: inhibitors;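 note: potency is the fitted concentration of half-maximal effect; plate controls were vehicle for no effect and reference inhibitor for full effect; nearly all actives have a fitted effect of over 55% in size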
# Target sequence (P08659 whole entry, looked up): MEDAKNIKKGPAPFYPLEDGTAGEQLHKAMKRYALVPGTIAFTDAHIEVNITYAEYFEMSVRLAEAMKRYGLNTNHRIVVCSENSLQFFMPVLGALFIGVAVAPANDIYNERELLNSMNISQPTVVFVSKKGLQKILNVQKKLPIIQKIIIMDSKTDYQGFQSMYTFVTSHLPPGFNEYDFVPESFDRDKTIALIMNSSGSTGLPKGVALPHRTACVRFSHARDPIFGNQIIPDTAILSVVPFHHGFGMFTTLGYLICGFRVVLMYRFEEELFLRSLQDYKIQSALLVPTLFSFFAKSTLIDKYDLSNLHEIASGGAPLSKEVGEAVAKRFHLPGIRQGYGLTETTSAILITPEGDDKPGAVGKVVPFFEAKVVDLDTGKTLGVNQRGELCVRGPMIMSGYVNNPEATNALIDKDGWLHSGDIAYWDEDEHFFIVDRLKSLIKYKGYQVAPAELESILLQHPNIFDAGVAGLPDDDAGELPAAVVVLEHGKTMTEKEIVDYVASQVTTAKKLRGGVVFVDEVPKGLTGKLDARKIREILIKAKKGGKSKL
#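 Purified P. pyralis luciferase, 10 nM final, with Km-level 10 uM D-luciferin and 10 uM ATP in 50 mM Tris acetate pH 7.5, 10 mM Mg acetate, 0.01% Tween-20, 0.05% BSA; 6-point qHTS titration about 60 µM downward; luminescence read.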
# TRPV1 agonist: activates the human vanilloid receptor TRPV1; Q8NER1; TRPV1-expressing cells, Fluo-8 calcium influx, agonist mode; activation, % at 8.33 µM; 320,000 tested, 0.19% active; AID 540275; in the data active = activation above about 80%; inconclusive = between about 30% and that limit; note: 0% is about no effect
#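 Cells expressing TRPV1 were dye-loaded with Fluo-8 and read kinetically: 10 s baseline, 3 min after compound (agonist portion), then 2 min after EC20 capsaicin (allosteric enhancer portion). Calcium-bound dye fluorescence at 480/520 nm.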
# ELG1 repair inh: blocks ELG1-dependent DNA repair in HEK293T cells; HEK293T ELG1-luciferase reporter, luminescence, 16 h; DNA damage induced by 5-fluorouridine; 330,000 tested, 2.3% active; Potency, µM (doses to about 46.1 µM), without a hit: at the highest dose activity change, negative = inhibition, most hits filed as inhibitors; note: potency is the fitted concentration of half-maximal effect; % is set by controls: 0 for no effect and ±100 for the full control effect; nearly all actives have a fitted effect of over 55% in size
#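 HEK293T cells expressing luciferase-tagged ELG1 (2,000/well) received 5-Fluorouridine plus compound or DMSO for 16 hr at 37 °C. Luciferase was read by ONE-Glo luminescence after 30 min at room temperature.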
# BRCA1 expr up: BRCA1 expression activation. Potency, µM (top dose mostly 46.1 µM), for inactives: top-dose activation, most hits filed as activators. MCF7-BRCA1-FFLuc reporter, luminescence, 48 h; response scale: scaled: vehicle 0%, 10 µM genistein 100%. 380,000 tested, 1.1% active; note: potency is the fitted concentration of half-maximal effect; nearly all actives have a fitted effect of over 80% in size; some results filed as inactive show a strong effect at the top dose
#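 Activators of BRCA1 expression were detected as increased firefly luciferase luminescence in engineered MCF7 cells after 48 h compound incubation. Signals were scaled to genistein 10 microM as full activation.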
# RORgamma inh: inhibitors of mouse ROR gamma transcriptional activity | Potency, µM (titrated, usually from 53.6 µM), for the others: at the top dose activity change, negative = inhibition, actives largely listed as inhibitors | Drosophila S2 Gal4-RORgamma UAS-luciferase reporter, 20 h | AID 2551 | 310,000 tested, 5.4% active; note: potency is the fitted concentration of half-maximal effect; % is set by controls: 0 for no effect and ±100 for the full control effect; nearly all actives have a fitted effect of over 60% in size
# Target sequence (P51450 whole entry, looked up, the tested form may be a part): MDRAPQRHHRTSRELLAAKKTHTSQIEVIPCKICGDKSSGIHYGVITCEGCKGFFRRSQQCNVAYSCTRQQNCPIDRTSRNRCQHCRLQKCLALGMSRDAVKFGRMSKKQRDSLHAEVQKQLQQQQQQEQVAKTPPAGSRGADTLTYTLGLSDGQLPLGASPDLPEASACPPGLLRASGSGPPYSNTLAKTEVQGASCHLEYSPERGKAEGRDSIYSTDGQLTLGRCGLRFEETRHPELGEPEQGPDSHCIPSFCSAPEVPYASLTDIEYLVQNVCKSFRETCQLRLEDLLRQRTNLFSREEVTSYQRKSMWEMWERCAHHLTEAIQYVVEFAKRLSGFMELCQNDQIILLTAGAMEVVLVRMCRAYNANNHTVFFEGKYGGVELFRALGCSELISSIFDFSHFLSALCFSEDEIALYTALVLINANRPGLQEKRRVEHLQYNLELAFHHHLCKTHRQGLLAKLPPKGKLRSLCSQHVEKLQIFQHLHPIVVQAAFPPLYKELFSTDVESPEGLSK
#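 Luminescence from a UAS-regulated Photinus luciferase reporter in stably transfected Drosophila Schneider cells is measured; decreased signal marks ROR gamma inhibition. Fusion expression is induced by 700 uM copper sulfate for 20 hr.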
# NPC1 promoter act: NPC1 promoter activation. Huh7 NPC1 promoter luciferase reporter, 24 h. Potency, µM (series often up to 9.22 µM), inactives show top-dose activation, usual class: activators. 320,000 tested, 2.4% active. AID 485313;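 note: potency is the fitted concentration of half-maximal effect; % of control where 0% means no effect; nearly all actives have a fitted effect of over 60% in size; reporter is driven by a mutant NPC1 promoter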
#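 In 1536-well qHTS, Huh7 cells harboring an NPC1 promoter–luciferase construct received compound for 24 h; activation was quantified by luminescence following luciferase reagent addition.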
# ELG1 genotox: inducers of genotoxicity in HEK293T ELG1-luciferase cells. AID 504466. HEK293T ELG1-luciferase reporter, luminescence, 16 h. 330,000 tested, 1.3% active. Potency, µM (highest dose often 46 µM), for the others: at the top dose activity change, positive = activation, actives largely listed as activators; note: potency is the fitted concentration of half-maximal effect; % of control where 0% means no effect; nearly all actives have a fitted effect of over 60% in size
#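 Luminescence read-out: rising ELG1-luciferase signal, reflecting elevated ELG1 protein under genetic stress, flags genotoxic compounds. Cells were treated for 16 hr at 37 °C before ONE-Glo detection.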
# The depositor's hits bear a star; ? = inconclusive; · = not tested or not shown; & = joins results of further samples; [ ] = remark or other dose. Unless noted, calls come from the whole dose curve; as a rule, active = well fitted curve in the direction sought with a large enough effect; inconclusive = small, poorly fitted or top-dose-only effect, or another doubt; inactive = no such curve, though single readings can be large; an effect the other way counts as inactive or inconclusive.
1: CCOc1ccccc1CNC(=O)c1cc2oc3ccccc3c2n1CC
2: Cc1ccc2oc(-c3cccc(NC(=S)NC(=O)c4cccs4)c3)nc2c1
3: CCOC(=O)c1ccc(NC(=O)NC(C)C2CCCO2)cc1 (centres undefined)
4: CC(C)CC1=C/C(=C/c2ccc(-c3ccccc3)o2)C(=O)O1
5: O=C(NNc1nc(-c2ccc(Br)cc2)cs1)c1ccco1
6: Cc1nc(Cl)cc(N/N=C/c2ccc(O)cc2)n1
7: O=C(Nc1ccc(Cl)cc1)C1CCN(C(=O)NC2CCCCC2)CC1
8: Cc1cc(N/N=C/c2ccc(O)cc2O)c2ccccc2n1

Screen / compound no.	1	2	3	4	5	6	7	8
Tb PFK inh	-2%	3%	12%	4%	-1%	-6%	-1%	1%
Rab9 prom act	-1%	22%	16%	1%	?	6%	-7%	0%
VP16 counter	-1%	17%	18%	6%	?	20%	5%	?
p53 reactivation	1%	?	17%	11%	22%	·	-6%	·
FLuc counter	-8%&-1%	11µM*	?	?	8.5µM*	21µM*	5%	1%
TRPV1 agonist	-2	-1	-1	11	-3	0	28	6
ELG1 repair inh	?	?	?	21%	?	?	6%	27%
BRCA1 expr up	-19%	-30%	38%	-19%	60%	?	-7%	6%
RORgamma inh	17%	-43%	?	14%	5.6µM*	?	18%	?
NPC1 promoter act	1%	24%	9%	5%	15%	15%	-2%	9%
ELG1 genotox	-1%	?	?	-2%	?	?	0%	5%

9: COc1ccccc1NC(=O)c1cccc(N2C(=O)C3C4C=CC(C4)C3C2=O)c1 (centres undefined)
10: NC(=O)c1cccc(S(=O)(=O)N2CC(c3ccccc3)CC2=O)c1 (centres undefined)
11: CCCCCCn1c(N)c(C#N)c2ccc([N+](=O)[O-])cc2c1=O
12: CCCCN(CC)CCCNC(=O)c1ccc(CS(=O)(=O)c2ccccc2C)o1
13: CN1C(C(=O)NCCc2cccs2)CC2Cn3c(nc4ccccc43)C21 (centres undefined)
14: CC(=O)Nc1ccc(Cl)cc1C(=O)O
15: COc1ccc(OC)c(NC(=O)CN2C(=O)COc3ccc(S(=O)(=O)N4CCCC4)cc32)c1
16: O=C(COC(=O)C1CCN(S(=O)(=O)c2cccs2)CC1)Nc1ccc(F)cc1Cl

Screen / compound no.	9	10	11	12	13	14	15	16
Tb PFK inh	-3%	-1%	0%	-5%	3%	-2%	1%	-6%
Rab9 prom act	0%	7%	-1%	-6%	-5%	1%	0%	·
VP16 counter	-10%	-9%	-14%	-14%	1%	·	-3%	·
p53 reactivation	-1%	0%	0%	-1%	-1%	2%	-3%	1%
FLuc counter	-13%	0%	0%	2%	0%	0%	1%	·
TRPV1 agonist	2	·	-1	3	1	-1	3	·
ELG1 repair inh	1%	?	0%	4%	10%	2%	-8%	18%
BRCA1 expr up	5%	0%	-5%	3%	35%	0%	4%	-4%
RORgamma inh	0%	41%	16%	-14%	6%	-34%[0.365 µM]	1%	·
NPC1 promoter act	-6%	-2%	-8%	-4%	2%	0%	-8%	·
ELG1 genotox	-2%	-5%	-1%	0%	2%	-4%	0%	2%

17: COc1ccc(S(=O)(=O)Nc2ccc(O)c3ccccc23)cc1
18: COc1ccc(S(=O)(=O)N2CCC(C(=O)NC3CCCC3)CC2)cc1C
19: CNc1nc2sc3c(c2c(=O)n1C)CC(C)(C)SC3
20: FC(F)(F)c1ccc(-c2noc(CN3CCCN(C4CCCCC4)CC3)n2)cc1
21: COc1ccc(NC(=O)CCN2CCCCC2)cc1
22: CCC(=O)NC(C)c1cc(Cl)c2ccccc2c1O (centres undefined)
23: CC(=O)c1ccc(N2CCN(S(=O)(=O)c3cn(C)cn3)CC2)cc1
24: CCC1Sc2ccccc2N(CC(=O)NCCC2=CCCCC2)C1=O (centres undefined)

Screen / compound no.	17	18	19	20	21	22	23	24
Tb PFK inh	-11%	7%	-1%	-1%	-4%	-17%	-3%	-1%
Rab9 prom act	-2%	0%	8%	-6%	-2%	1%	-4%	-2%
VP16 counter	-6%	-6%	11%	1%	-4%	·	-8%	-21%
p53 reactivation	-33%[inhibitor]	-6%	5%	-3%	3%	-11%	15%	6%
FLuc counter	-3%	0%	?	-1%	-1%	0%	1%	-5%
TRPV1 agonist	1	1	14	2	-4	9	-2	-13
ELG1 repair inh	9.2µM*	1%	-20%	-15%	2%	12%	?	?
BRCA1 expr up	-82%	-25%	-11%	-32%	6%	-5%	0%	1%
RORgamma inh	0%	20%	?	-2%	24%	·	3%	0%
NPC1 promoter act	2%	-1%	-9%	-1%	1%	-1%	-1%	13%
ELG1 genotox	-26%	-3%	-1%	-7%	-5%	0%	3%	-5%

# Sorted by the number under TRPV1 agonist (smallest number first): some entries from above.
no. | smiles | TRPV1 agonist
24 | CCC1Sc2ccccc2N(CC(=O)NCCC2=CCCCC2)C1=O (centres undefined) | -13
23 | CC(=O)c1ccc(N2CCN(S(=O)(=O)c3cn(C)cn3)CC2)cc1 | -2
2 | Cc1ccc2oc(-c3cccc(NC(=S)NC(=O)c4cccs4)c3)nc2c1 | -1

# The list continues:
25: Cc1ccccc1C(=O)N1CCC(C(N)=O)CC1
26: O=C(COC(=O)c1ccccc1SCC(=O)NC1CCCCC1)NC1CCCCC1
27: COc1ccc(S(=O)(=O)ON=C2CC(C)(C)N(C(C)=O)C(C)(C)C2)cc1
28: COC(=O)c1ccc(OC)c(CSc2nnc(COc3ccc(Cl)cc3)o2)c1
29: CC(=O)Nc1ccc(S(=O)(=O)NCCc2csc(C)n2)cc1
30: O=C(/C=C/c1ccc(OCc2ccccc2)c(OCc2ccccc2)c1)c1cccnc1
31: CCn1cc(C(=O)OCC(=O)c2cc(C)n(-c3ccccc3F)c2C)c(=O)c2ccc(C)nc21
32: NC(=O)N/N=C/c1ccccc1OCc1cccc2ccccc12

Screen / compound no.	25	26	27	28	29	30	31	32
Tb PFK inh	2%	1%	0%	-1%	?	-7%	-5%	7%
Rab9 prom act	9%	-1%	-2%	-11%	-1%	-11%	-6%	4%
VP16 counter	0%	3%	1%[10 µM]	-6%	-1%	2%	-26%	?
p53 reactivation	2%	-1%	-1%	-11%	16%	-27%	-3%	2%
FLuc counter	1%	4%	-1%	-3%	1%	-3%	?	1%
TRPV1 agonist	2	1	6	3	1	2	-4	0
ELG1 repair inh	30%	22%	4%	-22%	8%	23%	?	-2%
BRCA1 expr up	17%	3%	2%	-12%	10%	-90%[inhibitor]	15%	-6%
RORgamma inh	-10%	-24%	-16%	?	-13%	20%	31%	?
NPC1 promoter act	8%	-1%	-11%	-2%	-6%	-6%	-1%	-6%
ELG1 genotox	3%	-1%	2%	-7%	1%	-1%	1%	?

33: CC(=O)Cn1cnc2scc(-c3ccc(C)c(C)c3)c2c1=O
34: Cc1ccc(CN(C(=O)c2cc3ccccc3oc2=O)C2CCS(=O)(=O)C2)cc1 (centres undefined)
35: Cc1cc(C)cc(OC(=O)CS(=O)c2ccc(C(F)(F)F)cc2[N+](=O)[O-])c1 (centres undefined)
36: N=c1sccn1CC(=O)Nc1cc(Cl)ccc1Oc1ccccc1
37: COC(=O)c1ccc(CNC(=O)c2ccc(COc3ccccc3)cc2)cc1
38: C=CCNC(=O)c1sccc1Oc1ccc(F)cc1[N+](=O)[O-]
39: CC(CCN1CCN(c2ccc(F)cc2)CC1)c1ccccc1 (centres undefined)
40: O=C(Nc1ccc(OC(F)F)cc1)Nc1cccc(C(F)(F)F)c1
41: Cc1cc(Cl)c(OCCCn2cncn2)c(Br)c1

Screen / compound no.	33	34	35	36	37	38	39	40	41
Tb PFK inh	-1%	-1%	-11%	-2%	1%	2%	2%	2%	-2%
Rab9 prom act	-1%	?	7%	-8%	-4%	1%	0%	-1%	-9%
VP16 counter	-7%	-4%	?	-23%	-4%	-3%	-8%	25µM*	1%
p53 reactivation	-92%[inhibitor]	?	-14%	-5%	-6%	5%	-10%	8%	-16%
FLuc counter	-1%	17µM*	2%	-1%	4%	-8%	-3%	?	0%
TRPV1 agonist	7	3	10	?	8	-7	8	?	3
ELG1 repair inh	-7%	?	?	-16%	3%	-11%	0%	-8%	-25%
BRCA1 expr up	-21%	-1%	-71%	-29%	19%	-27%	-23%	-76%	6%
RORgamma inh	27%	?	?	?	37%[10 µM]	16%	-21%	?	17%
NPC1 promoter act	-1%	?	-3%	4%	-8%	-2%	0%	-4%	0%
ELG1 genotox	-5%	23%	?	-9%	-1%	-3%	-3%	-3%	6%
